PKM2 activator – qHTS Assay for Activators of Human Muscle isoform 2 Pyruvate Kinase; Pyruvate kinase PKM (Homo sapiens), P14618; purified PKM2, Kinase-Glo ATP luminescence, activation; response scale: 0% is enzyme alone, no compound; Potency, µM (doses to about 57.5 µM), for the others: top-dose activation, actives largely listed as activators; hit rate 0.34% among 260,000; AID 1631, 2009; also: potency is read from the fitted curve at half-maximal effect; % is scaled to controls: 0 for no effect and ±100 for the full control effect; nearly all actives have a fitted effect of over 55% in size
Target sequence (P14618 whole entry, looked up, canonical isoform): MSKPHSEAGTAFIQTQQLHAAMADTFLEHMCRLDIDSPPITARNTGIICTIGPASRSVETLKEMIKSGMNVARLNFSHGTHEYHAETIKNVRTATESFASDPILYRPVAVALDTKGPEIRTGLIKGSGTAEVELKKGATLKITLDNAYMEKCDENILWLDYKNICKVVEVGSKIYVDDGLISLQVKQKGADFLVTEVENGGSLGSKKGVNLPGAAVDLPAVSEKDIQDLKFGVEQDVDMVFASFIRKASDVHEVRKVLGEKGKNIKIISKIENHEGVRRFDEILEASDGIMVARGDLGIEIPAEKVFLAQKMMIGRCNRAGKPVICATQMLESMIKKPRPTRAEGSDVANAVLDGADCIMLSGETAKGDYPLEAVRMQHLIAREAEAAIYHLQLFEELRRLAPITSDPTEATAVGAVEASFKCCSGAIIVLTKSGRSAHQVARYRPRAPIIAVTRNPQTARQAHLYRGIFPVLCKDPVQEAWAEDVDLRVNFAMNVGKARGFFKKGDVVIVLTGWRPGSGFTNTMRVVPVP
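Kinase-Glo luminescence reports ATP generated from ADP (0.1 mM) and PEP (0.5 mM) by purified hPK-M2 after 1 h at room temperature, pH 7.2 imidazole buffer; intermediate enzyme activity allows detecting inhibitors and activators.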
MBNL1-CUG inh – qHTS Assay for Inhibitors of MBNL1-poly(CUG) RNA binding. TR-FRET MBNL1-His/biotin-(CUG)12 binding, 665/545 ratio. Potency, µM (highest dose often 57.5 µM), without a hit: top-dose activity change, negative = inhibition, most hits filed as inhibitors. hit rate 0.036% among 280,000; active = well fitted inhibition curve with a large enough effect in the signal ratio, with a control signal flat, not every such curve was filed as active; inconclusive = small, poorly fitted or top-dose-only effect, or effect the other way, or a change in a side signal; inactive = no such curve, though single readings can be large or run the other way; the % refers to the signal ratio; also: potency is read from the fitted curve at half-maximal effect; % is scaled to controls: 0 for no effect and ±100 for the full control effect
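TR-FRET between His-tagged MBNL1 and biotin-(CUG)12 RNA, detected with Tb anti-His antibody (0.055 ng/ul) and streptavidin-XL665 (5 nM), 60 min at room temperature. Compounds titrated 92 nM to 58 uM; 665/545 nm ratio normalized to buffer and complex controls.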
NPC1 promoter act – qHTS Assay for NPC1 Promoter Activators. Huh7 NPC1 promoter luciferase reporter, 24 h. Potency, µM (titrated, usually from 9.22 µM), without a hit: top-dose activation, actives largely listed as activators. hit rate 2.4% among 320,000;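 also: potency is read from the fitted curve at half-maximal effect; % of control where 0% means no effect; nearly all actives have a fitted effect of over 60% in size; reporter is driven by a mutant NPC1 promoter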
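Luminescence from an NPC1 promoter-driven luciferase reporter in stably transfected Huh7 cells was measured after 24 h compound treatment at 37 °C, followed by 10 min ambient incubation with luciferase detection reagent.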
Rab9 prom act – qHTS Assay for Rab9 Promoter Activators; Huh7 Rab9 promoter-luciferase reporter, luminescence, 24 h; Potency, µM (series often up to 9.22 µM), for inactives: top-dose activation, negative = inhibition, most hits filed as activators; hit rate 2.8% among 320,000; AID 485297, 2010; also: potency is read from the fitted curve at half-maximal effect; % of control where 0% means no effect; nearly all actives have a fitted effect of over 60% in size
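Rab9 promoter-driven luciferase in stably transfected Huh7 cells; 1500 cells/well rested 2 h, exposed to compound in DMSO for 24 h at 37 °C, 5% CO2. Luminescence read 10 min after adding luciferase reagent at ambient temperature.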
RORg inh – qHTS for inhibitors of ROR gamma transcriptional activity; Nuclear receptor ROR-gamma (Mus musculus), P51450; Drosophila S2 Gal4-RORgamma UAS-luciferase reporter, 20 h; Potency, µM (highest dose often 53.6 µM), without a hit: at the top dose activity change, negative = inhibition, actives largely listed as inhibitors; hit rate 5.4% among 310,000; AID 2551, 2010; also: potency is read from the fitted curve at half-maximal effect; % is scaled to controls: 0 for no effect and ±100 for the full control effect; nearly all actives have a fitted effect of over 60% in size
Target sequence (P51450 whole entry, looked up, the tested form may be a part): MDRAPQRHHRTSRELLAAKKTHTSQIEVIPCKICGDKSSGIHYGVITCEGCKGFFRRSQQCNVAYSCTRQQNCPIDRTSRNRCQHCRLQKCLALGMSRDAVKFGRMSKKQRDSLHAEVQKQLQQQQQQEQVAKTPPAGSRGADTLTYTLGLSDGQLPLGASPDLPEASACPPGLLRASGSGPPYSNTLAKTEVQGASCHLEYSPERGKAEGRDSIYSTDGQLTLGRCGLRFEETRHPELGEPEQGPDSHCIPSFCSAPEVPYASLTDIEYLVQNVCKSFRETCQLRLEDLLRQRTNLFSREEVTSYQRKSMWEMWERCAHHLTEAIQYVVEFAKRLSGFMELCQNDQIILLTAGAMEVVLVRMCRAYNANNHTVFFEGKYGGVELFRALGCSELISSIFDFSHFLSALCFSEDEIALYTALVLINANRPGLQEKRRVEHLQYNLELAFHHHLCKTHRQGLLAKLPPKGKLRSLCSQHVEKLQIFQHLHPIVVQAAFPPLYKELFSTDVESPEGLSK
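Drosophila Schneider cells stably carrying a metallothionein-driven Gal4 DBD–ROR gamma fusion and a UAS-Photinus luciferase reporter were exposed to compound for 1 hr, then induced with copper sulfate (700 uM final) for 20 hr at ambient temperature before luminescence reading.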
Gal4-VP16 FLuc – VP16 counterscreen qHTS for inhibitors of ROR gamma transcriptional activity. Drosophila S2 Gal4-VP16 UAS-luciferase, luminescence, 20 h. Potency, µM (top dose mostly 53.6 µM), for the others: at the top dose activity, negative = inhibition, most hits filed as inhibitors. AID 2546, 2010. hit rate 3.5% among 310,000;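 also: Gal4-VP16 expression switched on by copper sulfate through the metallothionein promoter; potency is read from the fitted curve at half-maximal effect; % is scaled to controls: 0 for no effect and ±100 for the full control effect; nearly all actives have a fitted effect of over 50% in size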
Menin MLL FP TR – qHTS Assay for Inhibitors Targeting the Menin-MLL Interaction in MLL Related Leukemias: Competition With Texas Red Labeled MLL-derived Mutant Peptide | O00255 | Menin + Texas Red MLL mutant peptide, fluorescence polarization | Potency, µM (titrated, usually from 61.6 µM), without a hit: at the top dose FP activity change, negative = inhibition, usual class: inhibitors | hit rate 0.23% among 270,000 | AID 1768, 2009; active = well fitted inhibition curve with a large enough effect in the polarisation, with a control signal flat, not every such curve was filed as active; inconclusive = small, poorly fitted or top-dose-only effect, or effect the other way, or a change in a side signal; inactive = no such curve, though single readings can be large or run the other way; the % refers to the polarisation; also: potency is read from the fitted curve at half-maximal effect; % of control where 0% means no effect; many of its hits are not listed in these tables
KCNH2 3.1 block – qHTS for Inhibitors of KCHN2 3.1: Mutant qHTS; Potassium voltage-gated channel subfamily H member 2, brain isoform KCNH2 3.1 (human); U2OS KCNH2 3.1, thallium flux FluxOr; stronger effect = lower value; activity change, % (tested at about 1.8 µM); hit rate 0.95% among 340,000; AID 720553, 2013;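 active = maximum activity change below -70%; inconclusive = maximum activity change from -70% to -50%; inactive = maximum activity change above -50%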;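 also: thallium influx rate constant from kinetic fluorescence after stimulation buffer; % is scaled to controls: 0 for no effect and ±100 for the full control effect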
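Channel expression came from 3.1 mutant virus (1.77 x 10^8 /mL) applied to suspended U2OS cells for 4 h. Flux was tracked with FluxOr dye plus Red40 quencher, and kinetic rate constants normalized to controls.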
FLuc modulator – qHTS profiling assay for firefly luciferase inhibitor/activator using purifed enzyme and Km concentrations of substrates (counterscreen for miR-21 project). purified FLuc, Km substrates, luminescence inhibition. Potency, µM (highest dose often 57.5 µM), inactives show top-dose activity change, negative = inhibition, hits mostly inhibitors. hit rate 6.9% among 360,000;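 also: potency is read from the fitted curve at half-maximal effect; plate controls were vehicle for no effect and reference inhibitor for full effect; nearly all actives have a fitted effect of over 55% in size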
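Purified P. pyralis luciferase, 10 nM final, with Km-level 10 uM D-luciferin and 10 uM ATP in 50 mM Tris acetate pH 7.5, 10 mM Mg acetate, 0.01% Tween-20, 0.05% BSA; 6-point qHTS titration about 60 µM downward; luminescence read.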
ELG1 DNA repair – qHTS screen for small molecules that inhibit ELG1-dependent DNA repair in human embryonic kidney (HEK293T) cells expressing luciferase-tagged ELG1; HEK293T ELG1-luciferase reporter, luminescence, 16 h; DNA damage induced by 5-fluorouridine; Potency, µM (doses to about 46.1 µM), inactives show at the highest dose activity change, negative = inhibition, usual class: inhibitors; hit rate 2.3% among 330,000; also: potency is read from the fitted curve at half-maximal effect; % is scaled to controls: 0 for no effect and ±100 for the full control effect; nearly all actives have a fitted effect of over 55% in size
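Cells (2,000 per well) received 5-fluorouridine plus test compound or DMSO and were incubated 16 hr at 37 °C, 5% CO2. Luciferase activity was read by luminescence 30 min after ONE-Glo addition; signal suppression marked inhibition of damage-induced ELG1 function.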
Mito fusion yeast – qHTS Assay for Small Molecule Inhibitors of Mitochondrial Division or Activators of Mitochondrial Fusion; Potency, µM (doses to about 46.1 µM), for the others: at the highest dose growth rescue (activation), actives largely listed as activators; hit rate 0.23% among 320,000; S. cerevisiae fusion-defective mutant growth rescue, CellTiterGlo 48 h;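 also: potency is read from the fitted curve at half-maximal effect; % of control where 0% means no effect; nearly all actives have a fitted effect of over 45% in size; temperature-sensitive fusion mutants such as fzo1-1 at 37 °C on non-fermentable ethanol glycerol medium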
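S. cerevisiae fusion-defective temperature-sensitive mutants (e.g. fzo1-1, mgm1-5) grown 48 h at 37C in YPEG (ethanol/glycerol non-fermentable) medium with 23 nl compound per well; growth rescue read as CellTiterGlo luminescence.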
Active calls of the source: *; ? = inconclusive; / = no result given; [ ] = another dose, or the depositor's remark. Unless noted, calls follow the shape of the dose curve; as a rule, active = well fitted curve in the direction sought with a large enough effect; inconclusive = small, poorly fitted or top-dose-only effect, or another doubt; inactive = no such curve, though single readings can be large; an effect the other way counts as inactive or inconclusive.

SMILES	PKM2 activator	MBNL1-CUG inh	NPC1 promoter act	Rab9 prom act	RORg inh	Gal4-VP16 FLuc	Menin MLL FP TR	KCNH2 3.1 block	FLuc modulator	ELG1 DNA repair	Mito fusion yeast
Cc1cccc(C(=O)N2CCC(=O)N(C(COCc3cccc(C(F)(F)F)c3)Cc3ccccc3)CC2)c1 (centres undefined)	-1%	15%	1%	-6%	29%	9%	-14%	-2	-14%	?	18%
CN(CCc1ccccn1)S(=O)(=O)c1ccc2c3c(cccc13)C(=O)N2	-3%	?	-3%	-1%	4%	2%	12%	13	2%	0%	-7%
CCCC(C)c1nnc(NC(=O)CS(=O)(=O)Cc2ccccc2)s1 (centres undefined)	0%	10%	-5%	-4%	-38%	-6%	4%	-4	-2%	-3%	-2%
CCCCn1c(SCC(=O)c2ccc(O)c(O)c2)nc2ccsc2c1=O	2%	-3%	1%	-3%	-26%	-11%	?	-12	2%	-19%	-2%
O=C(NNC(=O)c1ccc(Oc2ccc(C3SCCS3)cc2)o1)c1ccc(Cl)cc1	-4%	1%	2%	-1%	14%	?	/	19	?	?	7%
Cc1cc(C)c2c(c1)OC(=O)CC2c1ccccc1C (centres undefined)	/	/	/	/	-24%[96.6 µM]	-1%[96.6 µM]	-5%[94.6 µM]	-23	/	1%	/
O=C(O)Cc1ccc(NC(=S)NCc2ccco2)cc1	-9%	-10%	-1%	-2%	2%	-17%	2%	-4	-9%	-7%	-1%
CC(C)CCC(O)(CCC(C)C)C(=O)NN1CCCCC1	-22%	?	4%	-4%	-9%	?	-10%	/	0%	7%	7%
CC(=O)c1sc(=S)n(-c2ccc(Cl)cc2)c1C	-1%	?	0%	-5%	15%	-4%	1%	-26	-1%	-2%	-5%
CCOC(=O)N1CCN(C(=O)c2cc3c(=O)[nH]c4ccccc4c3s2)CC1	4%	8%	0%	2%	1%	-4%	1%	5	-2%	?	-4%
COc1ccc(-n2cnnc2SCC(=O)Nc2ccccc2F)cc1	/	0%	-1%	-4%	-7%	1%	-9%	6	3%	-7%	-10%
CC(C)N(Cc1ccccc1)C(=S)NCc1ccccc1	-5%	-1%	0%	-7%	?	-4%	-8%	-5	1%	4%	-4%
O=C(CC1C(=O)NCCN1Cc1ccc(F)cc1Cl)NCc1ccon1 (centres undefined)	/	6%	5%	-1%	-5%	-4%	/	11	0%	7%	-1%
CN(C)c1cccc2c1c(NC(=O)Nc1ccc(Cl)cc1Cl)nn2C	1%	4%	-1%	-1%	12%	17%	/	11	2%	10%	2%
CN1CCN(/C=N/c2c(C#N)cnn2C)CC1	-2%	-7%	0%	-3%	-18%	-6%	-14%	-1	-1%	0%	-5%
CN(Cc1cccnc1)C(=O)Cc1ccc(NS(=O)(=O)c2cccc(C(F)(F)F)c2)cc1	4%	-3%	-1%	0%	27%	-5%	3%	2	3%	?	-2%
CCOC(=O)N1CCC(N2C(=O)c3ccccc3C2Nc2ccccc2)CC1 (centres undefined)	-2%	-9%	-2%	-4%	6%	-4%	-4%	1	1%	-7%	2%
Cc1cccc(N2CCN(C(c3ccncc3)c3nnnn3C(C)(C)C)CC2)c1C (centres undefined)	?	0%	-8%	-6%	0%	-10%	-3%	7	0%	-7%	-19%
CCC(=O)Nc1nonc1-c1nc2ccccc2n1Cc1ccccc1	8%	4%	1%	-3%	-43%	1%	-3%	-7	4%	?	-3%
O=C(CSc1ncccn1)N/N=C/c1ccccc1[N+](=O)[O-]	0%	?	7%	21%	13%	5%	-3%	-4	2%	9%	1%
COc1ccccc1-c1cn(S(=O)(=O)c2ccc(C)cc2)nc1N	6%	0%	-2%	1%	16%	3%	-16%	8	-2%	?	-5%
Fc1ccccc1OCCSc1nnnn1-c1ccccc1	17%	3%	2.5µM*	?	8%[0.365 µM]	/	1%	-4	3µM*	?	3%
O=C(CCc1nc2ccccc2c(=O)[nH]1)OCc1cccc(C(F)(F)F)c1	4%	-9%	0%	-2%	-3%	-9%	6%	-8	0%	-5%	0%
O=C(CCC1N=C2c3ccccc3N=C(SCc3ccccc3Cl)N2C1=O)NCc1ccco1 (centres undefined)	4%	-5%	1%	-3%	?	-4%	-2%	9	-10%	0%	6%
Cc1nc2sc(C(=O)OC(C)C)c(N)c2c(C)c1C	-16%	/	-20%	4.5µM*	2%	-14%	1%	10	-18%	?	-3%
Cc1cc(C(=O)N2CCCCCC2)cs1	0%	3%	0%	-3%	-2%	17%	-2%	-21	4%	11%	7%
Cc1ccc(S(=O)(=O)N2CCOC2CNC(=O)C(=O)NCc2ccco2)cc1 (centres undefined)	-1%	22%	-2%	1%	40%	29%	-6%	-5	-18%	3%	2%
O=C(c1cccs1)N1CCN(C/C=C/c2ccccc2)CC1	0%	-7%	10%	0%	10%	3%	10%	-3	-2%	-14%	3%
Cc1ccc(C2=N/C(=C\N(C)C)C(=O)O2)cc1	0%	?	?	?	21%	-1%	13%	1	15µM*	?	7%
COc1ccc(NC(=O)C2CC2)cc1OC1CCCC1	/	2%	0%	-3%	3%	4%	-5%	-3	5%	-3%	10%
O=C(NC(=S)NCc1ccccc1)c1ccccc1Br	-6%	-1%	2%	1%	8.9µM*	10µM*	8%	21	-17%	?	-13%
CCCCNC(=O)N1CCOCCOCCN(C(=O)NCCCC)CCOCC1	-2%	-4%	-1%	-4%	-16%	3%	-4%	6	0%	8%	-1%
COC(C(=O)NC1CCCCCCC1)c1ccccc1 (centres undefined)	2%	-6%	0%	10%	39%	4%	2%	1	5%	1%	11%
CSC(=NC#N)N1CCN(c2ccccn2)CC1	-1%	-7%	1%	1%	27%	2%[10 µM]	15%	-22	1%	15%	0%
Cn1cccc1C(=O)OCC(=O)c1cc2ccccc2o1	2%	?	16%	11%	41%	6%	?	-14	12µM*	?	-1%
Cc1cc(C)cc(-n2c(C)cc(C(=S)N3CCOCC3)c2C)c1	-8%	-7%	-6%	-2%	3.2µM*	16µM*	-15%	1	-7%	-14%	6%
O=C(CC1Oc2ccccc2NC1=O)NCCc1ccccc1 (centres undefined)	-6%	-12%	3%	2%	2%	-5%	10%	3	-3%	6%	1%
CC(=O)NC12CC3CC(C1)CC(C(=O)NCc1ccc(C)cc1)(C3)C2	-5%	-4%	2%	-1%	-1%	-1%	-3%	-7	-1%	2%	-6%
COc1ccc(-c2nnc(SCC(=O)Nc3sc4c(c3C#N)CCC4)n2CC2CCCO2)cc1 (centres undefined)	-1%	0%	2%	2%	?	15%	?	-2	6%	4%	1%
O=[N+]([O-])c1ccc(CN2CCOCCOCCN(Cc3ccc([N+](=O)[O-])cc3)CCOCC2)cc1	0%	?	-4%	-11%	39%	15%	-5%	-115*	0%	-27%	-1%
O=C(Cc1ccc(S(=O)(=O)N2CCOCC2)s1)NNC(=O)c1ccccc1Cl	/	/	0%	0%	/	/	/	15	1%	-5%	-2%
COc1cc(C2C(C#N)=C(N)Oc3cc(C)n(CC4CCCO4)c(=O)c32)cc2c1OCO2 (centres undefined)	21%	14%	-7%	0%	9%	-6%	11%	8	-4%	-4%	1%
CC(OC(=O)Cc1n[nH]c(=O)c2ccccc12)C(=O)Nc1cc(Cl)cc(Cl)c1 (centres undefined)	/	/	-4%	-8%	/	/	/	-2	2%	-27%	-3%
O=C(Nc1ccccc1N1CCCCC1)c1ccc(-c2ccc(Cl)cc2)o1	2%	?	-22%	-17%	-3%	-19%	4%	-8	2%	1%	21%
CCN(CC)C(=O)CSc1nc2ccccc2c(=O)n1CCC(=O)NCCc1ccc(OC)c(OC)c1	-1%	-14%	6%	-1%	6%	8%	-9%	-8	0%	5%	10%
O=C(NCCO)C(=O)NCC1OCCCN1S(=O)(=O)c1cc(F)ccc1F (centres undefined)	-11%	3%	2%	-9%	-6%	-4%	/	-2	3%	-8%	0%
Nc1nc2nonc2nc1N	0%	/	-1%	-1%	13%	15%	/	3	0%	8%	1%

Bioassay records deposited in PubChem BioAssay by National Center for Advancing Translational Sciences (NCATS).

These rows are one share of the data. The share of hits here may be higher or lower than overall.
